# D1 antag = blocks dopamine activation of the human D1 receptor; activity change, negative = inhibition, % at 10 µM; AID 504652; P21728; 3.2% of 360,000 active; HEK293 TREx D1 cells, calcium flux, dopamine EC80; hits give low values; in the data active = activity change below about -30%; note: % is set by controls: 0 for no effect and ±100 for the full control effect
#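 Allosteric or orthosteric antagonism assessed as attenuation of the calcium response to EC80 dopamine, added 180 s after compound, in induced HEK293 Trex D1 cells loaded with no-wash calcium dye.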
# RXFP1 agonist = activates the human relaxin receptor RXFP1 | Potency, µM (series often up to 57.5 µM), inactives show at the highest dose activation, most hits filed as activators | AID 2676 | HEK293T-RXFP1 cAMP TR-FRET, 30 min; response scale: percent of porcine relaxin response, buffer zero | 0.3% of 370,000 active; note: potency is the fitted concentration of half-maximal effect; % is set by controls: 0 for no effect and ±100 for the full control effect; nearly all actives have a fitted effect of over 60% in size; many of its hits are not listed in these tables
#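 cAMP rise read by TR-FRET after 30 min, 37C compound exposure (up to 58 uM) in RXFP1-transfected HEK293 cells with Ro 20174 present. EC50 from Hill-equation fits, with 29 nM porcine relaxin as 100% and buffer as basal.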
# D1 potentiator = potentiators of human D1 dopamine receptor; P21728; HEK293 TREx D1 cells, calcium flux, dopamine EC20 potentiation; potentiation, % at 10 µM; 0.036% of 360,000 active; AID 504651; in the data active = potentiation above about 30%; note: 0% is about no effect
# D1 ag = activates the human D1 dopamine receptor; HEK293 T-REx D1 cells, calcium flux, agonist mode; 1% of 360,000 active; AID 504660; P21728; activation, % at 2 µM; in the data active = activation above about 30%; note: 0% is about no effect
#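 Inducible HEK293 T-REx D1 cells, force-coupled to calcium signalling, were plated at 4000 cells/well with tetracycline and held overnight at 30 C. After no-wash calcium dye loading, compound-evoked calcium rise over 180 s flagged agonists.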
# D2 PAM = D2 dopamine receptor (human) potentiation | HEK293 T-REx D2, calcium flux, EC20 dopamine potentiation | P14416 | potentiation, % at 10 µM | 0.34% of 340,000 active;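 active = potentiation over 3 SD above the plate norm, cut at about 30% in these data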; note: 0% is about no effect
# Target sequence (P14416 whole entry, looked up): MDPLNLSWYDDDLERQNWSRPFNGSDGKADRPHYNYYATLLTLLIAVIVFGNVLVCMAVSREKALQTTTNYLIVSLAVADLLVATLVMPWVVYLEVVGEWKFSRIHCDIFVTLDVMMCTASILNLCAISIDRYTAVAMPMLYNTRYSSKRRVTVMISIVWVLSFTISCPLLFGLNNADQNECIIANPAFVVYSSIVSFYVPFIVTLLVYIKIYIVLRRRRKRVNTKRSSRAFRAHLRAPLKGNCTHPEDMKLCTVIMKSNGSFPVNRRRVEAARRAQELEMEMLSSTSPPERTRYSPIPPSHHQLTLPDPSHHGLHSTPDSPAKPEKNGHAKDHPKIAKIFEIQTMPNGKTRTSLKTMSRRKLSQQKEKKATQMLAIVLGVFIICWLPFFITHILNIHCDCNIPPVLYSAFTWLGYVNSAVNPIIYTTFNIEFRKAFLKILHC
#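 Cells plated with tetracycline inducer and held overnight at 30 C; calcium dye loaded 30–90 min at room temperature; baseline taken, compound added and read 180 s; EC20 dopamine then added and read 180 s.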
# TRHR PAM = TRH receptor (human) allosteric enhancement. P34981. TRHR cells, fluo-8 calcium fluorescence, EC20 TRH enhancement. enhancement, % at 2 µM. 0.66% of 360,000 active; in the data active = enhancement above about 30%; note: 0% is about no effect
# Target sequence (P34981 whole entry, looked up): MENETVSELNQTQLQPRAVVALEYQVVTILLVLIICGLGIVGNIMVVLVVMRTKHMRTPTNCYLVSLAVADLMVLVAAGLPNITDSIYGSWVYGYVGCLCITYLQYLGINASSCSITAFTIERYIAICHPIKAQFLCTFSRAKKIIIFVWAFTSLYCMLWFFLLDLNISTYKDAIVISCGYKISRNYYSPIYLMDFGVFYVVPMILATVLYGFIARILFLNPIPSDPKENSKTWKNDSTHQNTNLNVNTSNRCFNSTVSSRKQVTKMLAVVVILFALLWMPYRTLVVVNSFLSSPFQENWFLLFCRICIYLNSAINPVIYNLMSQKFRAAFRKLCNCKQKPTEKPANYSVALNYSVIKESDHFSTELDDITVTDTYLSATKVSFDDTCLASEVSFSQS
#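 TRHR-expressing cells loaded with fluo-8 calcium dye were read kinetically (ex 480/em 530) during compound addition, then stimulated with an EC20 of TRH (10 nM final). Enhancement of the Gq-mediated intracellular calcium response was scored.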
# RXFP1 antag = blocks the human relaxin receptor RXFP1. Q9HBX9. activity change, negative = inhibition, % at 57.5 µM. HEK293-RXFP1, relaxin-stimulated cAMP HTRF, 30 min; hits give low values. 0.59% of 350,000 active;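 active = activity change of -60% or lower, but not beyond a set lower limit; inconclusive = change between -60% and -40%, or beyond the set limit; inactive = change above -40%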; note: % is set by controls: 0 for no effect and ±100 for the full control effect
# Anesthetic bind = candidate novel general anesthetic via apoferritin binding; P02791; apoferritin/1-aminoanthracene competitive binding, fluorescence; Potency, µM (titrated, usually from 77.5 µM), inactives show at the top dose activity change, negative = displacement, actives largely listed as inhibitors; 0.074% of 350,000 active; AID 485281; note: potency is the fitted concentration of half-maximal effect; % is set by controls: 0 for no effect and ±100 for the full control effect; nearly all actives have a fitted effect of over 20% in size
# Target sequence (P02791 2-175 limits assumed): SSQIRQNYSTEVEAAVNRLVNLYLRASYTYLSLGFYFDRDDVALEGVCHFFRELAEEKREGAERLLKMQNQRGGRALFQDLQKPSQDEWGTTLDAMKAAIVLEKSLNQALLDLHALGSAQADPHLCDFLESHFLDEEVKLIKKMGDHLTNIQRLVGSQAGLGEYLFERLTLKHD
#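 10 uM apoferritin + 50% sat. 1-AMA, PBS; cpd 10 min RT; Ex380/Em535 endpoint; normalized to free probe vs complex; 4-param Hill fit; propofol titration as pos. ctrl.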
# TRHR ag = activates the human TRH receptor; TRHR cells, calcium flux fluo-8, FDSS agonist mode; activation, % at 2 µM; 0.18% of 360,000 active; in the data active = activation above about 30%; note: 0% is about no effect
#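 TRHR-expressing cells, plated overnight in medium with 10% serum, were loaded with fluo-8 calcium dye at room temperature. After a 10 s baseline, library compound was pin-added and calcium release was recorded kinetically (ex 480/em 530) as agonist response.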
# * = called active by the depositor; ? = inconclusive; / = not tested or not shown; [ ] = dose if it differs, or a comment. Unless noted, calls come from the whole dose curve; as a rule, active = well fitted curve in the direction sought with a large enough effect; inconclusive = small, poorly fitted or top-dose-only effect, or another doubt; inactive = no such curve, though single readings can be large; an effect the other way counts as inactive or inconclusive. This is a subset. The share of hits here may be higher or lower than overall.
SMILES,D1 antag,RXFP1 agonist,D1 potentiator,D1 ag,D2 PAM,TRHR PAM,RXFP1 antag,Anesthetic bind,TRHR ag
COc1ccc(-c2cc(-c3ccc(N)cc3)nc(N)c2C#N)cc1OC,-3,22%,-2,0,4,1,-3,61%[activator],-0.4
CC(C)c1ccccc1NC(=S)N(C)C,-23,-0.6%,6,2,11,-2,-8,3%,-0.8
O=C(CSc1ncn[nH]1)Nc1ccc2c(c1)OCCO2,-12,0.8%,-6,0,-15,2,7,-11%,-0.2
S=c1[nH]nc(-c2cc(-c3ccsc3)n[nH]2)n1-c1cccc2ccccc12,-3,1.1%,4,-1,-9,13,-26,-20%,-0.2
CCOc1ccc(N(CC(=O)N2CCc3ccccc32)S(=O)(=O)c2c(C)noc2C)cc1,1,0.8%,-3,3,3,0,/,-13%,-0.4
O=C(C1CCN(Cc2cccs2)CC1)N1CCN(Cc2ccc3c(c2)OCO3)CC1,3,-0.6%,6,3,/,11,1,-4%,0.6
COCC(C)n1c(SCc2cc(=O)n3cc(C)ccc3n2)nc2ccccc2c1=O (stereo not drawn),21,4.3%,0,1,11,4,6,-20%,-0.1
COc1cccc(NC(=O)CSc2nnc(-c3cc(-c4ccccn4)nc4ccccc34)o2)c1,-21,1.0%,4,1,/,0,2,-17%,-1.5
COc1cccc(CNC(=O)CCc2c(C)nn(-c3ccc(N4CCOCC4)nn3)c2C)c1,-5,-1.3%,-7,1,-5,-2,/,-16%,-0.1
COc1ccc2[nH]c(=O)c(C(c3nnnn3C3CCCCC3)N3CCN(C)CC3)cc2c1 (stereo not drawn),5,-1.0%,-6,3,-21,-8,-7,-5%,1.0
CCN(CC)S(=O)(=O)c1cccc(C(=O)NCC(=O)OCC(=O)NCc2ccccc2)c1,-9,1.4%,-2,3,-5,-5,7,?,0.3
Nc1c(-c2ccccc2)c(CN2CCOCC2)nn1-c1ccc(F)cc1,7,-2.1%,-9,0,-10,-3,-2,-9%,0.2

# Exported with values under each structure: part of the list above
# Order of values – D1 antag, RXFP1 agonist, D1 potentiator, D1 ag, D2 PAM, TRHR PAM, RXFP1 antag, Anesthetic bind, TRHR ag
> COc1ccc(-c2cc(-c3ccc(N)cc3)nc(N)c2C#N)cc1OC
→ -3, 22%, -2, 0, 4, 1, -3, 61%[activator], -0.4
> CC(C)c1ccccc1NC(=S)N(C)C
→ -23, -0.6%, 6, 2, 11, -2, -8, 3%, -0.8
> O=C(CSc1ncn[nH]1)Nc1ccc2c(c1)OCCO2
→ -12, 0.8%, -6, 0, -15, 2, 7, -11%, -0.2
> S=c1[nH]nc(-c2cc(-c3ccsc3)n[nH]2)n1-c1cccc2ccccc12
→ -3, 1.1%, 4, -1, -9, 13, -26, -20%, -0.2
> CCOc1ccc(N(CC(=O)N2CCc3ccccc32)S(=O)(=O)c2c(C)noc2C)cc1
→ 1, 0.8%, -3, 3, 3, 0, /, -13%, -0.4
> O=C(C1CCN(Cc2cccs2)CC1)N1CCN(Cc2ccc3c(c2)OCO3)CC1
→ 3, -0.6%, 6, 3, /, 11, 1, -4%, 0.6
> COCC(C)n1c(SCc2cc(=O)n3cc(C)ccc3n2)nc2ccccc2c1=O (stereo not drawn)
→ 21, 4.3%, 0, 1, 11, 4, 6, -20%, -0.1
> COc1cccc(NC(=O)CSc2nnc(-c3cc(-c4ccccn4)nc4ccccc34)o2)c1
→ -21, 1.0%, 4, 1, /, 0, 2, -17%, -1.5
> COc1cccc(CNC(=O)CCc2c(C)nn(-c3ccc(N4CCOCC4)nn3)c2C)c1
→ -5, -1.3%, -7, 1, -5, -2, /, -16%, -0.1
> COc1ccc2[nH]c(=O)c(C(c3nnnn3C3CCCCC3)N3CCN(C)CC3)cc2c1 (stereo not drawn)
→ 5, -1.0%, -6, 3, -21, -8, -7, -5%, 1.0
> CCN(CC)S(=O)(=O)c1cccc(C(=O)NCC(=O)OCC(=O)NCc2ccccc2)c1
→ -9, 1.4%, -2, 3, -5, -5, 7, ?, 0.3
> Nc1c(-c2ccccc2)c(CN2CCOCC2)nn1-c1ccc(F)cc1
→ 7, -2.1%, -9, 0, -10, -3, -2, -9%, 0.2

# Following part
SMILES,D1 antag,RXFP1 agonist,D1 potentiator,D1 ag,D2 PAM,TRHR PAM,RXFP1 antag,Anesthetic bind,TRHR ag
NS(=O)(=O)c1ccc(CNC(=O)c2ccccn2)cc1,12,2.7%,-1,3,-4,-1,-2,6%,0.6
CCN(CC)S(=O)(=O)c1ccc(C(=O)Nc2nc3c(Cl)cc(Cl)cc3s2)cc1,10,5.2%,-2,3,-7,9,/,?,0.2
CNCCCC1Sc2ccccc2Oc2ccccc21 (stereo not drawn),-42*,0.0%,-8,24,-26,-2,-22,2%,1.3
Cc1ccccc1-n1c(-c2cccnc2)n[nH]c1=S,-2,2.1%,-6,1,-15,0,-18,-3%,0.1
COc1cccc(NC(=O)Nc2cc(C)ccc2F)c1,-3,0.1%,-4,-2,-3,-11,-2,-9%,0.0
CCOc1ccccc1N1CCN(C(=O)CCCN2C(=O)c3cccc4cccc(c34)C2=O)CC1,-2,0.8%,-5,2,14,-2,12,-21%,-0.4
CC(=O)c1cccc(NS(=O)(=O)c2cc3c(cc2C)NC(=O)CO3)c1,-22,-3.7%,1,3,13,6,13,1%,-0.7
CSCC[C@H](NC(=O)Nc1cccc(Br)c1)C(=O)O,-27,-0.7%,0,1,-3,-3,-15,-6%,-0.2
COc1ccc(CN2CCN(CCC(C)C)C(CCO)C2)cc1Cn1cncn1 (stereo not drawn),6,0.5%,-4,0,1,2,8,-2%,0.4
O=C(COc1ccccc1[N+](=O)[O-])Nc1ccc(N2CCN(C(=O)c3cccs3)CC2)cc1,-2,0.3%,8,3,23,12,-28,?,-0.5
CCOc1ccc(/C=C(\C#N)c2nc3ccccc3c(=O)[nH]2)cc1OC,-24,3.9%,-2,3,0,4,6,-4%,2.3
COC(=O)c1cn(C(=O)c2ccc(Cl)cc2)c2ccccc12,26,2.9%,2,3,10,3,-5,0%,-0.3
COC(=O)c1[nH]c2ccc(Cl)cc2c1NC(=O)CN1CCC(C(N)=O)CC1,-7,-0.5%,-1,0,/,3,-24,-10%,0.3
Cc1cc(C)c(C(=O)CN2C(=O)NC3(CCCCCC3)C2=O)cc1C,-5,-0.1%,-3,2,-10,0,11,-8%,-0.1
O=C(COc1cccc2c1CCN(Cc1ccc(Cl)cc1)C2=O)N1CCOCC1,10,1.5%,-1,13,-1,13,-1,-7%,0.8
CCNC(=O)C1CC(=O)N(Cc2ccc3c(c2)OCO3)C(=Nc2ccc(OCC)cc2)S1 (stereo not drawn),1,0.7%,7,10,18,0,-7,11%,0.3
CCOC(=O)C1CCN(C(=O)CCn2c(=O)[nH]c3ccccc3c2=O)CC1,-6,0.4%,3,1,4,2,-1,-8%,0.2
COc1cccc(/C=N/NC(=O)Cn2nc(C)c([N+](=O)[O-])c2C)c1O,-6,-2.4%,0,1,-6,3,-14,-6%,0.4
O=C(Nc1ccc2c(c1)CN(Cc1ccco1)CC2)C1CCCO1 (stereo not drawn),7,2.7%,-2,2,-5,14,-1,-20%,0.2
S=C(Nc1ccc2nsnc2c1)N1CCCCC1,2,4.1%,2,2,1,2,1,-1%,-0.3
CC(CCc1ccco1)NC(=O)CCc1nnc2ccc(NCc3ccccc3Cl)nn12 (stereo not drawn),13,7.4%,-5,8,3,4,5,?,0.9
COc1ccc(NC(=O)/C(=C\c2ccc(F)cc2)NC(=O)c2ccco2)cc1,19,3.7%,0,-2,0,3,2,-9%,-0.2
Cc1ccc(NC(=O)Cn2cc(C=O)c3ccccc32)cc1,-14,5.6%,-8,7,7,-1,12,-2%,-0.1
CC(Sc1nnc2n1CCCCC2)C(=O)Nc1cccc(S(=O)(=O)N2CCOCC2)c1 (stereo not drawn),2,-0.5%,-2,2,-9,2,5,/,-0.1
N#Cc1cccc(NC(=O)CN2C(=O)NC3(CCCCCC3)C2=O)c1,-8,-0.1%,-8,0,14,2,-4,/,0.0
CCOC(=O)C1=C(N)OC2=C(C(=O)CCC2)C1c1sccc1C (stereo not drawn),4,-1.4%,-7,0,1,11,-8,-6%,-0.6
O=C1CSC(c2ccccc2)N1c1ccc(F)cc1F (stereo not drawn),1,-0.3%,-3,4,-3,-2,-8,0%,0.1
COc1ccc(CN2CCN(C(=O)CN3C(=O)C4C5C=CC(C5)C4C3=O)CC2)c(OC)c1OC (stereo not drawn),6,2.2%,-6,2,2,-2,-10,-7%,1.3
CCc1nnc(NC(=O)C(NC(=O)c2ccccc2Cl)C(C)C)s1 (stereo not drawn),9,0.4%,1,-2,2,-3,-4,-6%,0.4
Cc1nn(CC(=O)Nc2ccc(C(C)C)cc2)c(=O)c2c(C)n(-c3ccc(Cl)cc3)nc12,3,18%,0,1,6,5,-3,-18%,0.2
Cc1ccc(NC(=O)CCN2C(=O)OC(C)(C)C2(C)O)cc1 (stereo not drawn),2,-3.0%,-6,6,7,6,0,-5%,0.6
Cc1ccc(CCn2c3c(c4ccccc42)CN(C)CC3)cn1,-38*,0.5%,-2,1,-18,-2,1,8%,0.3
CC(=O)c1cccc(NC(=O)C2CCN(S(=O)(=O)c3ccc4c(c3)CCCN4C(C)=O)CC2)c1,4,-2.6%,-3,0,-2,-6,-18,-4%,-0.2
CC(=O)c1c(C)n(-c2ccc(C)cc2C)c2ccc(O)cc12,-13,-0.3%,-8,-1,3,2,-1,-2%,-0.4
Cc1ccc2oc(-c3cccc(NC(=O)c4sc5c([N+](=O)[O-])cccc5c4Cl)c3)nc2c1,5,0.3%,0,0,13,3,-1,3%,-4.0
Cc1ccc(S(=O)(=O)N2CCN(C(=O)c3n[nH]c(=O)c4ccccc34)CC2)c(C)c1,1,0.2%,-2,2,5,-10,-3,/,0.0

# Quoted at random: 2 entries already listed.
SMILES,D1 antag,RXFP1 agonist,D1 potentiator,D1 ag,D2 PAM,TRHR PAM,RXFP1 antag,Anesthetic bind,TRHR ag
Cc1ccc(CCn2c3c(c4ccccc42)CN(C)CC3)cn1,-38*,0.5%,-2,1,-18,-2,1,8%,0.3
CC(=O)c1cccc(NC(=O)C2CCN(S(=O)(=O)c3ccc4c(c3)CCCN4C(C)=O)CC2)c1,4,-2.6%,-3,0,-2,-6,-18,-4%,-0.2
